Bioassay records: PubChem BioAssay, National Center for Advancing Translational Sciences (NCATS)
TrxR1 substrate: rat thioredoxin reductase 1 substrate activity; purified TrxR1 substrate turnover, NADPH consumption readout; Potency, µM (titrated, usually from 114 µM), for the others: at the top dose activity change, negative = substrate turnover; actives 0.01% (n = 390,000); note: potency is the fitted concentration of half-maximal effect; % is set by controls: 0 for no effect and ±100 for the full control effect; nearly all actives have a fitted effect of over 50% in size
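Rat TrxR1, dispensed at 90 nM, was prereduced with 400 uM NADPH (final) for 5 min at ~22 deg C, then incubated with compound 15 min before 400 uM selenite. A first-read NADPH fluorescence drop versus no-compound background flagged substrates.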
TRHR PAM: allosteric enhancers of human TRH receptor; P34981; TRHR cells, fluo-8 calcium fluorescence, EC20 TRH enhancement; enhancement, % at 2 µM; actives 0.66% (n = 360,000); AID 493056; in the data active = enhancement above about 30%; note: 0% is about no effect
Target sequence (P34981 whole entry, looked up): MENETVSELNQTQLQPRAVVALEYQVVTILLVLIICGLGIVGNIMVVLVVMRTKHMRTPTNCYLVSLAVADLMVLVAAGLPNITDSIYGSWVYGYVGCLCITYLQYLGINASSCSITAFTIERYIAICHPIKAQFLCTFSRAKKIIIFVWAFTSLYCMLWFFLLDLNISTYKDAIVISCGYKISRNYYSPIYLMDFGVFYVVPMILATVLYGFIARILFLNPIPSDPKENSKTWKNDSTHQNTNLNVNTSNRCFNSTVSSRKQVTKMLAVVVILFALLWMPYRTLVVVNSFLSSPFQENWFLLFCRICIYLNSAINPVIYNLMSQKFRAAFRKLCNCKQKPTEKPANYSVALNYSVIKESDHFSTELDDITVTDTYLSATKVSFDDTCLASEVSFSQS
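Enhancer read-out: after compound pinning and an initial kinetic agonist-mode read, an EC20 of TRH (10 nM final) was injected and fluo-8 calcium signal (Ex 480/Em 530) followed at 1 s/cycle for 100 cycles in TRHR-expressing cells.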
TrxR1 inh: blocks rat thioredoxin reductase 1. actives 1% (n = 390,000). recombinant rTrxR1, NADPH fluorescence consumption, selenite substrate. O89049. Potency, µM (highest dose often 114 µM), without a hit: top-dose activity change, negative = inhibition, usual class: inhibitors. AID 588453; note: potency is the fitted concentration of half-maximal effect; % is set by controls: 0 for no effect and ±100 for the full control effect; nearly all actives have a fitted effect of over 65% in size
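Rat TrxR1 (90 nM in the dispensed reagent) was pre-reduced with 400 uM NADPH for 5 min at room temperature, then incubated with compound for 15 min. After 400 uM selenite was added, NADPH fluorescence (Ex 340/Em 450 nm) was followed for 8 min.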
D2 ag: agonists of human D2 dopamine receptor; actives 0.53% (n = 340,000); activation, % at 2 µM; P14416; HEK293 T-REx D2 cells, calcium flux agonist mode;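 active = activation over 3 SD above normal in the single-dose calcium agonist read, cut at about 30% in these data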; note: 0% is about no effect
Target sequence (P14416 whole entry, looked up): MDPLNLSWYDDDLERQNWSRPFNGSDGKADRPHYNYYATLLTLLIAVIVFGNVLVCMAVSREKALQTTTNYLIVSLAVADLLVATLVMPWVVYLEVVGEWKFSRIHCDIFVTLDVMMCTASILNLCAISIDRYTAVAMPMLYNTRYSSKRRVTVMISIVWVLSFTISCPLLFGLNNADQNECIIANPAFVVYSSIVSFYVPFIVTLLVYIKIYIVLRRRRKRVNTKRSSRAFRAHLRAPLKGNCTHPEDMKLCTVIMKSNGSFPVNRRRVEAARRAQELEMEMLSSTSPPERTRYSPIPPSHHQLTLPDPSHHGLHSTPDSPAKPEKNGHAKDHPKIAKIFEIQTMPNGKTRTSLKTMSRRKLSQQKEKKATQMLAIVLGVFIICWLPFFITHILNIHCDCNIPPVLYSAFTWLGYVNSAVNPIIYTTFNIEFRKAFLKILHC
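HEK293 Trex D2 cells, tetracycline-induced, o/n 30 C 5% CO2; no-wash Ca dye, RT 30–90 min; 10-cycle baseline, 23 nl cpd added, kinetic Ca read 180 s; agonist hits = positive Ca response.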
USP1 inh: USP1/UAF1 (human) deubiquitinase inhibition | recombinant USP1/UAF1, Ub-Rhodamine cleavage fluorescence | Potency, µM (highest dose often 57.1 µM), inactives show at the top dose activity change, negative = inhibition, usual class: inhibitors | actives 0.23% (n = 390,000) | O94782; note: potency is the fitted concentration of half-maximal effect; % is set by controls: 0 for no effect and ±100 for the full control effect; nearly all actives have a fitted effect of over 60% in size; inactives centre near -12
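1 nM enzyme complex + cpd, 15 min RT; start with Ub-Rho 150nM final; kinetic fluorescence ex 480/em 540, 6 reads q60 s. Buffer 50mM HEPES pH 7.8, 0.5mM EDTA, 0.1 mg/ml BSA, 1mM TCEP, 0.01% Tween-20.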
TRHR agonist: activates the human TRH receptor | activation, % at 2 µM | AID 493084 | actives 0.18% (n = 360,000) | TRHR cells, calcium flux fluo-8, FDSS agonist mode | P34981; in the data active = activation above about 30%; note: 0% is about no effect
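Read-out: compound-evoked intracellular calcium rise in TRHR cells, fluo-8 dye, kinetic FDSS fluorescence at 1 s/cycle following a 10-cycle baseline. Cells cultured overnight before dye loading (30 min–1.5 h, RT).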
D2 antag: D2 dopamine receptor (human) antagonism; HEK293 TREx D2 cells, calcium flux, dopamine EC80; P14416; AID 485344; actives 2% (n = 340,000); inhibition, % at 10 µM; in the data active = inhibition above about 30%; note: 0% is about no effect
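Dopamine at EC80 is the agonist stimulus; test compounds precede it by 180 s. Calcium flux read kinetically in a force-coupled, inducible HEK293 T-REx D2 cell line.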
Pin1 inhibitor: blocks the human prolyl isomerase Pin1. actives 0.009% (n = 390,000). AID 504891. Q13526. Potency, µM (highest dose often 115 µM), inactives show at the highest dose activity, negative = inhibition, actives largely listed as inhibitors. Pin1 FP peptide displacement, HiFluor488, 10 min; active = well fitted inhibition curve with a large enough effect in the polarisation, with a control signal flat, not every such curve was filed as active; inconclusive = small, poorly fitted or top-dose-only effect, or effect the other way, or a change in a side signal; inactive = no such curve, though single readings can be large or run the other way; the % refers to the polarisation; note: potency is the fitted concentration of half-maximal effect; % is set by controls: 0 for no effect and ±100 for the full control effect
Target sequence (Q13526 whole entry, looked up): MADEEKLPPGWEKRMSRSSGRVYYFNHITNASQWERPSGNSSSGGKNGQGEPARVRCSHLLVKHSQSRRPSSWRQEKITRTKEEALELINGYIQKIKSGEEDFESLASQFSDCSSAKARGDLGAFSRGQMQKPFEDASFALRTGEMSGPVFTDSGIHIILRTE
IDH1 R132H inh: inhibitors of human mutant IDH1 R132H. IDH1-R132H enzyme, NADPH consumption, diaphorase/resazurin fluorescence. Potency, µM (highest dose often 76.6 µM), for inactives: at the highest dose activity change, negative = inhibition, actives largely listed as inhibitors. O75874. AID 602179. actives 0.093% (n = 390,000); note: potency is the fitted concentration of half-maximal effect; % is set by controls: 0 for no effect and ±100 for the full control effect; nearly all actives have a fitted effect of over 65% in size
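IDH1-R132H (0.5 ug/mL dispensed) in pH 7.5 Tris buffer was preincubated 30 min with compound, then given a substrate mix of 0.016 mM NADPH and 2 mM alpha-KG for 80 min at room temperature; remaining NADPH was read by diaphorase/resazurin fluorescence.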
Numbers without * were called inactive; ? = inconclusive; · = not tested or not shown; & = joins results of further samples; [ ] = remark or other dose. Unless noted, calls come from the whole dose curve; as a rule, active = well fitted inhibition curve with a large enough effect; inconclusive = small, poorly fitted or top-dose-only effect; inactive = no such curve, though single readings can be large or run the other way. A portion of the library; count on the stated rates, not on these rows.

SMILES	TrxR1 substrate	TRHR PAM	TrxR1 inh	D2 ag	USP1 inh	TRHR agonist	D2 antag	Pin1 inhibitor	IDH1 R132H inh
CC(C)OCCCNC(=O)CN1C(=O)COc2ccc(S(=O)(=O)N3CCCCCC3)cc21	8%[57.1 µM]	-5&3	18%[57.1 µM]	-0.1&-0.6	-2%&2%	-0.7&-0.4	-20	-5%&0%	2%&-11%
CC(C)CC(C(=O)Oc1ccc2c3c(c(=O)oc2c1)CCC3)N1C(=O)c2ccccc2C1=O (stereo unspecified)	24%	2	13%	-1.6	-17%	-1.1	-18	-4%	-6%
Cc1ccc(C)c(CN2C(=O)c3ccccc3S(=O)(=O)c3ccc(C(=O)N4CCN(c5ccccc5F)CC4)cc32)c1	1%	2	25%	0.1	-11%	0.6	·	24%	·
O=C(CC1COc2ccccc2O1)Nc1ccccn1 (stereo unspecified)	-2%	4	-3%	-0.3	-15%	0.8	-16	-14%	-2%
COc1ccc(CCC(=O)OCC(=O)Nc2c(C)nn(-c3ccccc3)c2C)cc1	6%[57.1 µM]	6	15%[57.1 µM]	-0.3	-7%	-0.1	-9	-2%	-9%
O=Cc1c(Sc2ccccn2)nc2ccccn2c1=O	-23%[11.4 µM]	-3	-70%[57.1 µM]	0.4	-13%	0.3	1	-17%	5%
COc1cccc2c1Oc1ncccc1N(C(=O)Nc1ccc(F)c(Cl)c1)C2	3%	16	22%	-3.5	12%	-1.7	·	?	20%
COc1ccc2oc(C)c(C(=O)NN)c2c1	7%[57.1 µM]	-2	-17%	-0.1	-13%	-0.2	10	6%	-1%
O=C(Nc1nnc(CCc2ccccc2)s1)c1cccc(F)c1	0%	6	19%[2.29 µM]	-0.2	5%	1.3	17	3%	-1%
CCc1nc(SCC(=O)Nc2ccccc2OC)n[nH]1	1%	0	11%	-0.2	-9%	0.1	2	2%	5%
Nc1nc(NCCCN2CCOCC2)nc(Nc2cccc(F)c2)c1[N+](=O)[O-]	5%	-2	8%	8.1	-9%	-0.5	-2	2%	0%
CCCc1nc2ccccc2[nH]1	1%	2	6%	-0.3	-15%	-0.3	0	-5%	0%
Cc1ccccc1-c1nnc(SCC(=O)N2CCCc3ccccc32)o1	11%	1	32%	-0.8	-17%	-0.9	·	5%	15%
COc1cc(CNCCSc2nnnn2C)ccc1OCc1ccc(Cl)cc1Cl	1%	2	12%	1.0	-16%	6.2	·	1%	3%
CCN1C(=O)/C(=C/c2cn(-c3ccccc3)nc2-c2cccnc2)SC1=S	-1%	·	13%	·	?	·	·	?	-5%
CCOc1ccc(NC(=O)CN2C(=O)COc3ccc(S(=O)(=O)NC4CCCC4)cc32)cc1	-4%	1	19%	-0.1	-24%	-0.1	·	-6%	17%
O=C1NC(c2cccs2)C(C(=O)c2ccccc2)C(O)(C(F)(F)F)N1 (stereo unspecified)	-1%	1	1%	-0.8	-27%	-0.3	4	0%	0%
O=C1[C@H](Cc2ccccc2)NCCCC[C@H](c2ccc(Cl)cc2)N1Cc1ccc(Cl)cc1	2%[57.1 µM]	·	4%[57.1 µM]	·	-31%	·	·	4%	4%
O=c1c2ccccc2c(-c2n[nH]c(=S)o2)nn1Cc1ccccc1	-5%	-8	?	2.0	-27%	0.8	15	-10%	8%
O=C(CSc1nnc(-c2cccc(F)c2)c(-c2cccc(F)c2)n1)NC1CCCCC1	4%[57.1 µM]	-7	8%[57.1 µM]	·	1%	-0.5	·	1%	5%
COc1ccccc1/C=C/C(=C1/C(=O)N(c2ccccc2)N=C1C)c1ccc(C)cc1	-1%	-2	-1%	-0.4	-21%	0.0	-5	1%	2%
CN(Cc1ccccc1O)CC1CCCN(CCc2ccc(Cl)cc2)C1 (stereo unspecified)	1%	6	27%	0.9	-2%	0.3	7	0%	3%
O=c1c2c3c(sc2nc2sc(CN4CCOCC4)cn12)CCCC3	11%[57.1 µM]	1	13%[57.1 µM]	-0.6	5%	-2.3	-17	3%	-3%
CCC1(C)Cc2ccccc2-c2[nH]c(=S)[nH]c(=O)c21 (stereo unspecified)	4%	-1	-7%	0.7	-19%	-0.3	11	0%	4%
COc1ccccc1N(CC(=O)NCc1cccnc1)S(C)(=O)=O	12%	48*	30%	0.4	-12%	0.2	-13	5%	0%
O=C(CCc1nnc2n(Cc3ccc(F)cc3)c(=O)c3ccccc3n12)N1CCN(c2ccccn2)CC1	6%	-9	8%	53*	-22%	-2.1	12	10%	4%
COc1ccccc1C(=O)NCC(=O)NC(C)c1ccc(-n2ccnc2)cc1 (stereo unspecified)	-9%	23	-3%	-0.2	-6%	1.1	-5	18%	3%
COc1ccc(N2CCN(C(c3ccccc3OC)c3nnnn3C3CCCC3)CC2)cc1 (stereo unspecified)	8%[57.1 µM]	-4	9%[57.1 µM]	-0.2	-17%	-0.4	9	-1%	-2%
O=C(COC(=O)c1ccc2ncsc2c1)Nc1ccc(Cl)cc1	1%	6	28%	0.8	-7%	0.4	19	2%	-5%
CCOc1ccc(Nc2cc(=O)oc3ccccc23)cc1	149%[activator]	4	41%[activator]	0.2	-19%	-0.7	-13	?	-3%
COc1ccc(OC)c(NS(=O)(=O)c2cc(OC)ccc2OC)c1	6%	9	10%	1.2	-15%	0.2	-6	?	15%
Cc1cc(C)cc(OCC(=O)NC2=NCCS2)c1	-3%	4	13%	0.2	-19%	-0.3	0	-6%	0%
Cc1nc2c(-c3ccc(Cl)cc3)c(C)[nH]n2c(=O)c1Cc1ccccc1	5%[57.1 µM]	2	4%[57.1 µM]	0.4	-21%	-0.2	15	13%	-1%
COc1ccccc1-n1c(-c2cc(-c3ccco3)[nH]n2)n[nH]c1=S	6%	-2	45µM*	-0.4	-19%	-0.2	6	?	6%
CCOc1ccc(N2C(=O)CC(N3CCN(c4ccc([N+](=O)[O-])cc4)CC3)C2=O)cc1 (stereo unspecified)	-3%	-4	25µM*	-1.0	-18%	-0.2	-6	-2%	-5%
CC(=O)N1c2ccccc2C(=O)C1N1CCN(c2cccc(C)c2C)CC1 (stereo unspecified)	-8%[57.1 µM]	1	-9%[57.1 µM]	·	-2%	-0.1	·	-6%	0%
CCOc1ccc(NC(=O)CN2CCN(Cc3ccccc3)S2(=O)=O)cc1	-2%[57.1 µM]	-3	15%[57.1 µM]	-1.2	-8%	-0.5	·	-1%	-14%
COc1cccc(C(=O)N(Cc2ccc(N(C)C)cc2)Cc2ccco2)c1	0%	-2	17%	1.2	-38%	0.3	·	-8%	·
COc1ccc(C(=O)NCc2ccc3c(c2)CCN3C(=O)c2ccc(F)cc2)cc1	1%[57.1 µM]	-4	10%[57.1 µM]	-0.2	-20%	-0.6	·	22%	-11%
CCOc1cc(/C=N/NC(=O)C(=O)NC2CC2)cc(Br)c1O	-3%	-3	-8%	-0.1	-13%	0.2	-3	0%	4%
CCOc1ccc(Br)cc1S(=O)(=O)N1CCCN(C)CC1	1%	2	4%	-2.0	-4%	1.2	-17	2%	1%
CCc1ccc(CN2CCCC(CNC(=O)c3cccc(OC)c3OC)C2)cc1 (stereo unspecified)	7%	1	25%	-1.2	-22%	-0.1	-29	-2%	12%
COC(=O)c1c(C)[nH]c(C(=O)CN2C(=O)C3CC=CCC3C2=O)c1C (stereo unspecified)	-6%	·	-3%	·	3%	·	·	-11%	2%
O=C(COc1ccccc1O)NNc1ccccc1	2%[57.1 µM]	-5	1%[57.1 µM]	1.2	1%	-0.2	0	-1%	12%
COc1ccc(N=Nc2[nH]c3ccc(C)cc3c2O)cc1	8%	1	16%[11.4 µM]	2.3	-10%	-0.1	9	5%	4%
Cc1c(-c2ccccc2)sc(N)c1C(=O)N1CCOCC1	5%	4	3%	0.3	5%	-1.7	-10	5%	1%
CSc1nnc(NC(=O)c2nc(S(=O)(=O)Cc3ccccc3F)ncc2Cl)s1	-2%	0	40µM*	-0.5	-12%	-0.9	19	-6%	1%
CCOc1ccc(C(=O)NC(=S)Nc2ccc(NC(=O)C(C)C)cc2)cc1[N+](=O)[O-]	-8%	3	?	2.0	-6%	0.2	1	-5%	0%
COCc1c(C(=O)NC2CCCCCC2)oc2ccccc12	0%	1	12%	31*	-23%	-2.0	10	3%	2%
COc1ccc(Cl)cc1N(C)C(=O)c1ccc2c(=O)n3c(nc2c1)CCCCC3	5%	1	4%	·	13%	0.5	·	1%	·

Carrying on.
SMILES	TrxR1 substrate	TRHR PAM	TrxR1 inh	D2 ag	USP1 inh	TRHR agonist	D2 antag	Pin1 inhibitor	IDH1 R132H inh
O=C(Cc1cccc(C(F)(F)F)c1)Nc1cccc(S(=O)(=O)N2CCCC2)c1	0%	-5	4%	-1.1	-7%	-0.7	-1	8%	-1%
Nc1nc(SCc2ccccc2)ns1	-2%	-4	-1%	0.7	-8%	0.0	1	-3%	1%
CC(C)C(NC(=O)c1ccc(F)cc1)C(=O)NC1(C)CCS(=O)(=O)C1 (stereo unspecified)	3%	1	15%	4.7	-21%	-0.3	22	-3%	1%
CN1C(=O)CC(C(=O)O)SC1=Nc1cc(Cl)c(O)c(Cl)c1 (stereo unspecified)	-3%	-5	-2%	0.6	-12%	0.2	8	-2%	-5%
O=C(COC(=O)c1ccc([N+](=O)[O-])o1)NC1CCCCC1	-8%	·	16µM*	·	?	·	·	-9%	12%
CC(C)CN(C(=O)CN1CCOCC1)c1c(N)n(CC(C)C)c(=O)[nH]c1=O	-9%	-4	-9%	1.2	-4%	0.5	10	-1%	10%
Cc1ccnc(NS(=O)(=O)c2ccc3ccccc3c2)n1	-5%	2	7%[57.1 µM]	1.7	-17%	0.7	0	3%	8%
